# ALOX12 inh = blocks human arachidonate 12S-lipoxygenase; Potency, µM (doses to about 108 µM), without a hit: top-dose activity change, negative = inhibition, most hits filed as inhibitors; purified 12hLO, xylenol orange hydroperoxide absorbance; actives 1.1% (n = 580,000); AID 1671190; P18054; further: potency means the concentration at half of the fitted maximal effect; on the % scale 0 is the no-effect control and ±100 the full control effect
#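 Purified human 12hLO (150 nM final) in 25 mM Hepes, 0.01% Triton X-100, pH 7.0 was preincubated 15 min at room temperature with compound. Then 40 uM arachidonic acid was added, 30 min. Hydroperoxide was read by Fe-XO absorbance ratio 573/405 nm.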
# LDHA block = LDHA (human) enzyme inhibition; P00338; actives 0.15% (n = 480,000); purified LDHA, NADH/diaphorase-resazurin fluorescence; active compounds read low; AID 1347041; activity change, % (values are at about 110 or 230 µM); in the data active means activity change below about -30%; inconclusive means mostly about -25% to -30%;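 further: plate controls were DMSO wells for no effect and wells without enzyme for full effect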
#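 Enzyme activity of human lactate dehydrogenase 5 (2 nM; 0.06 mM NADH, 0.2 mM pyruvate, 5 min, RT) is measured via a resazurin/diaphorase fluorescence readout of residual NADH.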
# Vif-A3G inh = Vif-A3G binding inhibition; HeLa A3G-eYFP + Vif (tagged APOBEC3G with the HIV-1 protein that degrades it), YFP fluorescence, overnight; Potency, µM (doses to about 46.1 µM), for the others: at the highest dose activity, negative = active, most hits filed as inhibitors; AID 602310; actives 0.076% (n = 410,000);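 further: potency means the concentration at half of the fitted maximal effect; on the % scale 0 is the no-effect control and ±100 the full control effect; nearly all actives have a fitted effect of over 60% in size; hits raise eYFP signal because A3G escapes Vif-driven loss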
# Target sequence (Q9HC16 whole entry, looked up): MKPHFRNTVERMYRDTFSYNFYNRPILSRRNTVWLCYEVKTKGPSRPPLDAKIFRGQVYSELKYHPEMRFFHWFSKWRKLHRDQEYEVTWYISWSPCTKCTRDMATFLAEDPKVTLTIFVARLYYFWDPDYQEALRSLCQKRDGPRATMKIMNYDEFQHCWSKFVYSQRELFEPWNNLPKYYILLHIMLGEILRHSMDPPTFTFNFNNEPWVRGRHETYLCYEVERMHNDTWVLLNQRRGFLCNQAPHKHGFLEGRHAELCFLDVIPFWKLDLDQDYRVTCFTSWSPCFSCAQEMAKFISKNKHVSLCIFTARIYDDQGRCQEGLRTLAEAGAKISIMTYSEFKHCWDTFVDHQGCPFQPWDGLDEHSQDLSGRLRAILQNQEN
#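 Read-out is eYFP fluorescence (Ex 488/Em 500-530) from Vif-expressing HeLa A3G-eYFP cells; more signal means A3G escaped Vif-mediated degradation. Cells plated overnight, compound pinned in, incubated overnight at 37 deg C.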
# Glioma ERSR ind = inducers of ER stress response in human glioma cells. U87-MG GRP78 promoter luciferase reporter, 16 h. Potency, µM, inactives show at the highest dose activation, actives largely listed as activators. actives 0.02% (n = 420,000); further: potency means the concentration at half of the fitted maximal effect; series mostly up to about 76 µM; % of control where 0% means no effect; nearly all actives have a fitted effect of over 35% in size
#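 Stably transfected U87-MG glioma cells carrying a GRP78-based luciferase sensor; 16 h compound incubation. Luminescence end-point read 10 min after Bright-Glo addition at room temperature.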
# D2 antagonist = D2 dopamine receptor (human) antagonism. HEK293 TREx D2 cells, calcium flux, dopamine EC80. actives 2% (n = 340,000). inhibition, % at 10 µM. P14416. AID 485344; in the data active means inhibition above about 30%; further: 0% is about no effect
#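 Read-out: kinetic calcium fluorescence (1 cycle/s) in inducible HEK293 T-REx D2 cells after an EC80 dopamine addition that followed 180 s compound preincubation. Loss of the dopamine response indicates antagonism.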
# RGS4 inhibitor = blocks human RGS4-accelerated GTP hydrolysis. Transcreener GDP fluorescence polarization, RGS4-accelerated GTP hydrolysis. AID 504845. P49798. Potency, µM (series often up to 114 µM), for inactives: at the highest dose activity change, negative = inhibition, usual class: inhibitors. actives 0.039% (n = 390,000); further: potency means the concentration at half of the fitted maximal effect; on the % scale 0 is the no-effect control and ±100 the full control effect; nearly all actives have a fitted effect of over 75% in size; some results filed as inactive show a strong effect at the top dose
# Target sequence (P49798 whole entry, looked up): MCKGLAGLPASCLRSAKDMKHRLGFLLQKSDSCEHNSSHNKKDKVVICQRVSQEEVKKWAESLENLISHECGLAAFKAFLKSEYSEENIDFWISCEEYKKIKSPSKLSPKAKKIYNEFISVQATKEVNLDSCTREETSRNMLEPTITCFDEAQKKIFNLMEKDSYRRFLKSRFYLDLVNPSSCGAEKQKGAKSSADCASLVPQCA
#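 MLSMR compounds (23 nl, pin-transferred) preincubated 10 min at room temperature with a 500nM (2x) first reagent, then RGS4 at 900nM (2x) plus Transcreener GDP mix added; fluorescence polarization (620/688 nm) read before and after 90 min at 30 °C.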
# D2 agonist = D2 dopamine receptor (human) agonism. P14416. HEK293 T-REx D2 cells, calcium flux agonist mode. activation, % at 2 µM. actives 0.53% (n = 340,000). AID 485358;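 active means activation over 3 SD above normal in the single-dose calcium agonist read, cut at about 30% in these data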; further: 0% is about no effect
#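 Tetracycline-induced HEK293 Trex cells with D2 receptor force-coupled to calcium signaling, plated overnight at 30 C and loaded with no-wash calcium dye. Calcium flux read kinetically for 180 s after compound addition; responses flag agonists.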
# ERG Ets-DNA blk = ERG Ets/DNA interaction inhibition | actives 0.028% (n = 370,000) | Potency, µM (top dose mostly 76.9 µM), inactives show top-dose FP activity, negative = inhibition, hits mostly inhibitors | fluorescence polarization, His-ERG Ets domain / labelled DNA; active means well fitted inhibition curve with a large enough effect in the polarisation, with a control signal flat; inconclusive means small, poorly fitted or top-dose-only effect, or effect the other way, or a change in a side signal; inactive means no such curve, though single readings can be large or run the other way; the % refers to the polarisation;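 further: polarization taken with two DNA probes labelled with fluorescein and Texas red; potency means the concentration at half of the fitted maximal effect; % of control where 0% means no effect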
# Target sequence (P11308 whole entry, looked up, the tested form may be a part): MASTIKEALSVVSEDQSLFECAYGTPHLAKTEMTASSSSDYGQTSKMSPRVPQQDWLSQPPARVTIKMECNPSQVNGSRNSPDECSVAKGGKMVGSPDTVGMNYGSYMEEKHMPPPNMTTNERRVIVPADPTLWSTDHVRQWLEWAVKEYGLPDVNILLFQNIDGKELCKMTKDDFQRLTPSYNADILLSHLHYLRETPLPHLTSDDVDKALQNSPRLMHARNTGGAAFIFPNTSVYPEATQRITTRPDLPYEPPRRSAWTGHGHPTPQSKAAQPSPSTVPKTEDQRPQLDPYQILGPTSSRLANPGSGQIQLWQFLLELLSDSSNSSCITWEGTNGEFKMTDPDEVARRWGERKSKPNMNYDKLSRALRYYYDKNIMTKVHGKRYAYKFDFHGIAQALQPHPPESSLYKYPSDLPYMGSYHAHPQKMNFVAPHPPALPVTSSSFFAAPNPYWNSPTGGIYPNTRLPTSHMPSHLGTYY
#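 His-tagged ERG Ets domain (1 uM in the protein solution; 300mM KCl, 50mM Tris-HCl, 1mM EDTA, 1mM DTT, pH 7.5) received compound, then a probe mix of 5 nM fluorescein-DNA and 100nM Texas-615-DNA. Fluorescence polarization was read for both dyes.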
# Vif-A3F inh = Vif-A3F binding inhibition; HeLa A3F-eYFP + Vif (tagged APOBEC3F with the HIV-1 protein that degrades it), YFP fluorescence increase; actives 0.2% (n = 390,000); Potency, µM (titrated, usually from 46.1 µM), without a hit: at the highest dose activity, negative = active; further: potency means the concentration at half of the fitted maximal effect; % of control where 0% means no effect; nearly all actives have a fitted effect of over 65% in size
#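 HeLa cells stably expressing A3F-eYFP plus Vif, plated and incubated overnight at 37 deg C, then exposed to compounds overnight at 37 deg C. Blocked degradation read as raised yellow fluorescence (Ex 488/Em 500-530).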
# An asterisk follows results filed as active; ? = inconclusive; . = not tested or not shown; & = joins results of further samples; [ ] = remark or other dose. Unless noted, the call rests on the fitted dose curve; in most records, active means well fitted curve in the direction sought with a large enough effect; inconclusive means small, poorly fitted or top-dose-only effect, or another doubt; inactive means no such curve, though single readings can be large; an effect the other way counts as inactive or inconclusive. An excerpt; rates above refer to the full screens.
SMILES,ALOX12 inh,LDHA block,Vif-A3G inh,Glioma ERSR ind,D2 antagonist,RGS4 inhibitor,D2 agonist,ERG Ets-DNA blk,Vif-A3F inh
COc1ccc(-c2c(C(F)(F)F)oc3cc(OCC(=O)Nc4ccccc4C(F)(F)F)ccc3c2=O)cc1OC,-12%,-4,-1%,-5%,6,-5%,0.7,2%,-24%
Cn1c(=O)oc2cc(S(=O)(=O)NC3CCCCCCC3)ccc21,-9%,-13,-6%,-7%,-4,-6%,-1.0,6%,1%
O=c1c(Cl)c(NCC2CCCO2)cnn1C12CC3CC(CC(C3)C1)C2 (centres undefined),0%,-10,-2%,0%,-2,-3%,0.0,-5%,0%
Cc1ccc(NC(=O)CN(C)C(=O)COC(=O)[C@@H](NC(=O)c2ccccc2F)C(C)C)cc1,0%,-4,-5%,-1%,.,-10%,.,6%,-11%
CCC1(CC)Cc2ccccc2-c2nc(CN(C)C)[nH]c(=O)c21,119%&13%[activator],-9&11,0%,-3%,25,26%[56.9 µM],0.4,5%,-1%
Cc1cc(C)cc(Oc2coc3cc(O)ccc3c2=O)c1,0%&-18%,0&3,-3%,-3%,2,-3%,0.4,-17%,2%
O=C(N/N=C/c1ccc([N+](=O)[O-])o1)c1cn(-c2ccccc2)nc1-c1ccccc1,3%,-4,3%,-2%,-20,-28%,1.7,0%,-3%
CC(=O)Nc1ccc(-c2ccnc3c2CC(C)(C(=O)NCc2ccco2)O3)cc1 (centres undefined),0%,-16,?,-4%,.,.,.,.,.
CCOc1ccc(/C(O)=C2\C(=O)C(=O)N(CCOCCO)C2c2ccccc2OC)cc1 (centres undefined),?,-1,2%,-5%,18,-7%,0.4,-2%,-2%
CCC1CCCCN1CCCNC(=O)c1ccc(CS(=O)(=O)c2ccccc2C)o1 (centres undefined),-4%,-2,1%,0%,-11,-10%[56.9 µM],0.6,-7%,5%
O=C1CCCc2c1nc(-c1ccc(F)cc1)n2O,0%,-1,0%,-3%,17,29%,-0.3,-1%,16%
Cc1c(CCCl)c(Cl)n2c(nc3ccccc32)c1C#N,-4%,-11,?,?,.,-3%,.,.,-4%
CCOC(=O)C1CN(S(=O)(=O)c2ccc(C)cc2)C1,0%,-3,-3%,-3%,-5,-12%,0.8,1%,5%
Cc1nc2sc(C(c3ccccc3)N3CCN(c4ccccc4F)CC3)c(O)n2n1 (centres undefined),-9%,-5,-1%,-5%,6,-17%,0.2,2%,16%
O=C(NCCCN1CCN(c2ccc(F)cc2)CC1)c1sc2ncccc2c1-n1cccc1,-20%,3,2%,-3%,.,9%,15,9%,2%
COc1ccc2c(Sc3ccccc3)c(C(=O)NCC(C)c3ccccc3)[nH]c2c1 (centres undefined),-10%,-8,0%,-4%,.,29%,2.8,0%,-21%
CC(=O)C1C(c2ccccc2Cl)NC(=O)NC1(O)C(F)(F)F (centres undefined),?,-2,-4%,-2%,-6,-24%,0.1,2%,6%
COc1cccc(CNC(=O)CCC2CCCN(c3cc(C)nc(N4CCCC4)n3)C2)c1 (centres undefined),11%,0,-3%,-2%,7,-12%,1.0,-4%,3%
Cc1ccc(N2CC(C(=O)NNC(=O)c3ccc(F)cc3)CC2=O)cc1 (centres undefined),-4%,1,-1%,2%,-4,2%,0.5,-2%,-7%
O=C1Nc2ccccc2C1=Nc1ccccc1-c1ccccc1,-12%,7,-12%,-3%,.,10%,.,-4%,-14%
COc1ccc(C2CCCN2C(=O)c2cccs2)cc1 (centres undefined),3%,-10,3%,3%,78*,20%,0.4,-5%,0%
COc1ccc(-c2sc3ccc(N4CCOCC4)cc3c2-c2ccc(OC)c(F)c2)cc1,?,-2,-6%,-5%,-15,-16%,-0.4,-11%,-1%
CN(CC(=O)Nc1ccccc1C(=O)NC1CC1)Cc1ccccc1F,22%,-3,0%,-4%,4,-15%,0.6,13%,4%
O=C(CSc1nnc2ccccn12)Nc1ncc(Cl)cc1Cl,15%,-3,-1%,8%,-13,-8%,1.5,-1%,-4%
O=C(c1ccc(N2C(=O)C3CCCCC3C2=O)cc1)N1CCCCC1 (centres undefined),-8%,-2,0%,-3%,-15,-1%,-0.5,.,2%
# (cont.)
SMILES,ALOX12 inh,LDHA block,Vif-A3G inh,Glioma ERSR ind,D2 antagonist,RGS4 inhibitor,D2 agonist,ERG Ets-DNA blk,Vif-A3F inh
Cc1ccc(S(=O)(=O)N2CCN(C(=O)c3ccccn3)CC2)c(C)c1,-1%,0,1%,-3%,-4,-13%,0.1,8%,1%
Cc1ccc(OCc2nc(-c3cccnc3)no2)cc1C,-5%,-7,-3%,12%,16,-6%,-0.6,4%,-4%
O=c1cc(C(F)(F)F)[nH]c(=O)n1C1CCCCC1,5%,-12,1%,0%,-2,-14%,-0.1,-3%,6%
CCCCC(=O)Nc1nnc(C)s1,12%,-6,-3%,4%,-4,-12%,0.8,2%,-15%
Cc1oc(-c2ccc(Cl)cc2)nc1CN1CCCC(C(=O)NCCCN2CCCC2=O)C1 (centres undefined),13%[57.4 µM],-2,0%,-3%,-2,-9%,-0.7,-6%,0%
CN(C)CCCN(Cc1ccccc1)C(=S)NCc1ccccc1,-15%,3,-1%,2%,1,15%[56.9 µM],0.6,-2%,2%
CC(=O)c1cc2c(cc1NC(=O)Cn1cnc3ccccc3c1=O)OCO2,-20%,-2,0%,-3%,-1,19%,0.3,-8%,10%
CCN(C(=O)COC(=O)CCCOc1ccccc1)c1c(N)n(Cc2ccccc2)c(=O)[nH]c1=O,150%[activator],-7,-4%,-1%,-28,7%,0.0,-1%,5%
CCOc1ccc(CCNC(=O)CCSCc2ccc(Cl)cc2)cc1OCC,-11%,1,8%,-1%,.,-5%,1.1,-3%,-12%
Cc1cc(NC(=O)CSc2nc3ccccc3n2CC(C)C)no1,179%[activator],-2,0%,-6%,-2,16%,-0.9,-8%,-8%
CCOCCCn1c(SCC(=O)Nc2cc(C)ccc2C)nc2c(oc3ccccc32)c1=O,0%,-8,6%,-2%,.,-4%,-0.3,-4%,0%
CN1C(=O)c2ccccc2Sc2ccc(NC(=O)Nc3ccccc3F)cc21,-25%,-8,3%,-3%,.,2%,0.5,3%,0%
CCOc1ccc(C(=O)COC(=O)CN2C(=O)NC3(CCCCC3C)C2=O)cc1 (centres undefined),21%,-6,-8%,-1%,-1,13%,1.3,6%,-4%
CC1=C(C(=O)OCC2CCCCC2)C(c2ccc(F)cc2F)CC(=O)N1 (centres undefined),-23%,-7,0%,-2%,.,-12%,0.6,-3%,-9%
CC1(C)C2CC=C(/C=N/NC(=O)C(N)=O)C1C2 (centres undefined),16%,-3,0%,-4%,-12,17%,-0.6,-6%,-1%
Cc1cc2c(=O)[nH]c(N)nc2[nH]1,-5%,-6,2%,-3%,.,.,.,.,-7%
O=c1nc(Oc2ccccc2)nc2ncccn12,-3%,-9,?,-4%,.,.,.,.,?
O=C1C=C(c2ccc(OC(F)(F)F)cc2)C[C@@H](c2ccc(Cl)cc2)C1,-14%,1,6%,1%,-4,15%,1.0,9%,7%
CC(=O)c1cccc(NC(=O)N2CCC(c3nnc(SCC(N)=O)n3C)CC2)c1,0%[57.4 µM],0,-4%,-5%,-4,25%,0.7,2%,.
CN(C)CCCN1C(=O)C(=O)/C(=C(/O)c2ccncc2)C1c1cccc(Br)c1 (centres undefined),4%,-6,1%,-3%,-16,0%,1.1,-7%,3%
CNCC(O)Cn1c(C(F)(F)F)nc2ccccc21 (centres undefined),34%[activator],-5,2%,2%,6,6%,0.3,-2%,-3%
O=C(COC(=O)Cc1cccs1)NCc1ccc(F)cc1,-25%,-2,2%,-4%,-17,-21%,0.2,-3%,-2%
COCC(C)NC(=S)N1CCN(c2ccccc2Cl)CC1 (centres undefined),-2%,-7,1%,2%,1,6%,0.2,-5%,6%
O=C1/C(=C/c2cccc3ccccc23)CCCc2ccccc21,0%,3,-1%,0%,11,-34%,0.3,1%,-3%
S=C(NNC(=S)NC1CC2C=CC1C2)NC1CC2C=CC1C2 (centres undefined),0%,-4,0%,8%,18,-38%,0.4,-18%,7%
CC(C)(C)C(=O)NCCc1nc(-c2ccccc2)no1,-14%,-5,2%,-5%,.,-2%,.,-8%,5%
O=C(Nc1ccccc1)C1=C[C@@H](c2coc3ccccc3c2=O)C[C@@H](OCCCCO)O1,0%,0,-3%,-2%,-8,-9%,0.5,8%,2%
OCCCn1c(CCCNc2nc(-c3cccc(Br)c3)cs2)nc2cc(Cl)c(N3CCCCC3)cc21,5%,-4,-5%,-2%,-16,-15%,-0.6,21%,3%
CCOC(=O)c1ccc(NS(=O)(=O)c2ccc(-c3cc(C)no3)cc2)cc1,-19%,-2,-2%,-2%,.,-30%,0.3,-5%,-6%
Fc1ccccc1CSc1nnc(-c2cnccn2)n1Cc1ccco1,-20%,-5,-3%,0%,14,-24%,1.2,.,0%

# Among those listed so far, these have bromine.
SMILES,ALOX12 inh,LDHA block,Vif-A3G inh,Glioma ERSR ind,D2 antagonist,RGS4 inhibitor,D2 agonist,ERG Ets-DNA blk,Vif-A3F inh
CN(C)CCCN1C(=O)C(=O)/C(=C(/O)c2ccncc2)C1c1cccc(Br)c1 (centres undefined),4%,-6,1%,-3%,-16,0%,1.1,-7%,3%
OCCCn1c(CCCNc2nc(-c3cccc(Br)c3)cs2)nc2cc(Cl)c(N3CCCCC3)cc21,5%,-4,-5%,-2%,-16,-15%,-0.6,21%,3%

# Screens: PubChem BioAssay, National Center for Advancing Translational Sciences (NCATS)
